aSyn yeast rescue – alpha-synuclein toxicity suppression in yeast; S. cerevisiae alpha-synuclein toxicity rescue, BacTiter-Glo growth, 24 h; Potency, µM (doses to about 46.1 µM), for the others: at the top dose growth rescue (activation), most hits filed as activators; hit rate 0.02% among 94,000; active means well fitted activation curve with a large enough effect; inconclusive means small, poorly fitted or top-dose-only effect; further: 0% is about no effect
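Growth restoration measured by BacTiter-Glo luminescence after 24 hr at 30 deg C; alpha-synuclein yeast, raffinose-pregrown to mid-log, were added at OD600=0.02 in galactose medium onto pinned compounds.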
* hit, by the source's call; ? = inconclusive; [ ] = remark or other dose. Potency means the concentration at half of the fitted maximal effect. These rows are one share of the data (hit frequency here may not be typical).

#	SMILES	aSyn yeast rescue
1	CCOc1ccc(-c2c(C(=O)N/N=C/c3ccc(O)cc3)nnn2-c2nonc2N)cc1	2%
2	CC(C)N(C(=O)Cn1cc(S(=O)(=O)Cc2ccc(Cl)cc2)c2ccccc21)C(C)C	20%
3	Cc1ccc(NC(=O)N2CC3CCCN3c3ccccc32)c(C)c1 (stereo not given)	24%
4	Cc1ccc(N2CCN(C(=O)c3cn(C)c4ccc(S(=O)(=O)N(C)C)cc4c3=O)CC2C)cc1 (stereo not given)	3%
5	COC(=O)c1ccccc1NC(=O)c1cc(=O)c2ccc(C)c(C)c2o1	?
6	CCOc1ccccc1CNC(=O)C1CCN(c2nc3ccccc3nc2C(F)(F)F)CC1	-8%
7	Cc1ccccc1S(=O)(=O)Cc1ccc(C(=O)NC2CCCCC2)o1	-2%
8	Nc1nc(NC(=O)/C=C\C(=O)O)nn1-c1ccccc1	-14%
9	COc1ccc(C2CN=NC2C(=O)c2ccccc2)cc1 (stereo not given)	-9%
10	NCC1C2CCC(O2)C1CO (stereo not given)	0%
11	O=C(Cn1c(C(=O)NCc2ccco2)cc2sccc21)c1ccccc1	-8%
12	CCC1=Nc2cc(C(=O)NC3CCCC3)ccc2Sc2ccc(Cl)cc21	-15%
13	NS(=O)(=O)c1ccc(NC(=O)CN2C(=O)c3ccccc3C2=O)cc1	1%
14	CN1CCN(C(=O)C2CCN(c3ncc(C(F)(F)F)cc3Cl)CC2)CC1	-5%
15	CC(C)C[C@H](N)c1nnc(SCc2ccc(Cl)cc2Cl)o1	-2%
16	Cc1ccc(NS(=O)(=O)c2ccc(C(=O)N3CCOCC3)cc2)cc1	-6%
17	CCOC(=O)c1cc(-c2ccc(OC)c(S(=O)(=O)NC3CCCCC3)c2)on1	11%
18	CCOC(=O)c1c(NC(=O)c2cc(C)on2)sc(C)c1C	-41%[inhibitor]
19	COCCCNC(=O)CS(=O)Cc1nc(-c2ccccc2C)oc1C (stereo not given)	15%
20	CCOC(=O)c1c(-c2ccc(C)cc2)csc1NC(=O)c1cc2ccccc2oc1=O	4%

Remaining list, next part.
#	SMILES	aSyn yeast rescue
21	CCOc1ccc(CN2C(=O)c3ccccc3Sc3ccc(C(=O)OC)cc32)cc1	2%
22	Cn1c(CNc2ccccc2O)nc2ccccc21	3%
23	Cc1nn(-c2ccccc2)c(C)c1NC(=O)COC(=O)c1cc(Br)ccc1O	-1%
24	CCc1cccc(CC)c1-n1nnc2c(sc3nc(C)cc(C)c32)c1=O	5%
25	C=CCOc1ccc(C2NC(=O)c3ccccc3O2)cc1OC (stereo not given)	6%
26	CCOC(=O)C1=NOC(CNc2ncc(C(F)(F)F)cc2Cl)C1 (stereo not given)	-8%
27	CCCC(=O)NC(C)c1nc2ccccc2[nH]1 (stereo not given)	-9%
28	CCC1(CC)Cc2ccccc2-c2nc(NN)[nH]c(=O)c21	0%
29	Cc1cc(C)c2c(n1)SCC(=O)N2CC(=O)Nc1c(C)cccc1C	6%
30	CC1CCN(C(=O)c2cc3c(=O)n4ccccc4nc3s2)CC1	15%
31	CCOC(=O)c1cc(-c2ccccc2)n(CCC(=O)Nc2nc3c(C)cccc3s2)c1C	6%
32	COc1ccccc1C#Cc1cnc2c(c1)C(=O)N([C@H](C)CO)C[C@@H](C)[C@@H](CN(C)C(=O)c1ccc3c(c1)OCO3)O2	-10%
33	COc1ccc(C2Nc3ccccc3C(=O)N2NS(=O)(=O)c2ccc(C)cc2)cc1 (stereo not given)	-2%
34	O=C(CC1N=C2c3ccccc3N=C(SCc3ccc(F)cc3)N2C1=O)NCc1cccs1 (stereo not given)	1%
35	C=C1c2ccccc2NC(=S)N1Cc1ccc2c(c1)OCO2	-3%
36	O=C1CN(C(=O)c2ccc(S(=O)(=O)N3CCCC3)cc2)C(c2ccc(F)cc2)c2cc(Br)ccc2N1 (stereo not given)	2%
37	CC1CN(C(=O)CCC(=O)NCc2ccccc2)c2ccccc2O1 (stereo not given)	9%
38	Cc1ccc(NC(=O)CSc2nc3ccccc3c3nc(CCn4cncc4C)nn23)cc1F	4%
39	O=C(OCc1cn([C@H]2C[C@H](c3ccc(Cl)cc3)N(CC3CCCCC3)C[C@@H]2O)nn1)c1ccccc1	5%
40	CC(C)C(O)C1CCN(Cc2nc(-c3cccs3)no2)CC1 (stereo not given)	-12%

The list continues:
#	SMILES	aSyn yeast rescue
41	O=C(CNC(=O)c1cccs1)Nc1ncccc1O	0%
42	CCC(C)NS(=O)(=O)c1ccc(NC(=O)Cc2ccc(OC)cc2)cc1 (stereo not given)	0%
43	CCOc1ccc(N2C(=O)/C(=C\c3ccccc3OC)S(=O)(=O)C2c2cccc([N+](=O)[O-])c2)cc1 (stereo not given)	-57%[inhibitor]
44	Cc1cc(OCC(=O)Nc2ccccc2N2CCCCC2)ccc1C(C)C	5%
45	COc1ccc(NC(=O)CN2c3cccc4cccc(c34)S2(=O)=O)cc1OC	7%
46	COC(=O)CCNC(=O)NC(CCC(C)C)c1c(-n2cccc2)sc2c1CCN(C)C2 (stereo not given)	-6%
47	O=Cc1cn(CC(=O)Nc2ccc3c(c2)OCO3)c2ccccc12	11%
48	Cc1c(C(=O)N(C)C)sc2c1c(=O)n(-c1ccc(Cl)cc1)c(=O)n2Cc1ccccc1F	4%
49	CCOC(=O)N1CCN(C(=O)CNC2CCCCCCC2)CC1	8%
50	O=C(Nc1cccc(-c2nc3cc(Cl)ccc3o2)c1)c1ccc(F)cc1	-14%
51	COCc1cc(C)nc2c1C(=O)NC(c1ccc(Br)cc1)N2Cc1ccccc1 (stereo not given)	6%
52	COc1ccccc1NC(=O)Cn1c(=O)oc2cc(S(=O)(=O)NCc3ccccc3)ccc21	5%
53	CC(c1nc2ccccc2c(=O)[nH]1)N1CCN(S(=O)(=O)c2ccc(F)c(Cl)c2)CC1 (stereo not given)	2%
54	c1ccc(C2CCCN(Cc3nc(CC4CC4)no3)CC2)cc1 (stereo not given)	6%
55	COc1cccc(C(=O)Nc2nc3c(s2)CCCC3)c1	-45%[inhibitor]
56	CCCCNC(=O)c1cc(-c2ccc(OC)cc2)nc2n[nH]c(-c3cccc([N+](=O)[O-])c3)c12	6%
57	COc1cc(/C=N\NC(=O)OC(C)(C)C)ccc1OC(=O)c1ccco1	-10%
58	Cc1ccc(NC(=O)C2CCCN(S(=O)(=O)c3ccc(F)cc3)C2)cc1 (stereo not given)	6%
59	CC(=O)c1ccc(S(=O)(=O)N2CCN(C(=O)CSc3ccc(F)cc3)CC2)cc1	-1%
60	COc1ccc(C(=O)Nc2nc(-c3nnn(-c4ccc(F)cc4F)c3C)ns2)cc1	-7%

New compounds follow:
#	SMILES	aSyn yeast rescue
61	CCOC(=O)CSc1nnc(CNC(=O)c2ccc(S(=O)(=O)N3CCCC3)cc2)n1C	1%
62	COc1ccccc1CNC(=O)CCc1c(C)c2ccc(OC)c(C)c2oc1=O	-3%
63	Cc1ccc(NC(=O)COC(=O)CCc2c[nH]c3ccccc23)cc1	4%
64	O=C(c1ccc(F)cc1)N1c2ncnn2C2(CCCCC2)[C@@H]2CCCC[C@@H]21	2%
65	O=S(=O)(N1CCCCC1)N1CCN(c2cc(Cl)ccc2Cl)CC1	-33%[inhibitor]
66	COc1cc(/C=C2\SC(=S)N(NC(=O)c3ccc(O)c(OC)c3)C2=O)ccc1O	-29%
67	CCOc1ccc(NC(=O)c2cc3c(C)nn(-c4ccccc4)c3s2)cc1	-1%
68	Cc1cc(N2CCCCC2)nc2ccc(NC(=O)c3ccc(F)cc3)cc12	-6%
69	CC1=C(C(=O)Nc2ccccc2C)C(c2ccncc2)n2nc(SCc3ccccc3)nc2N1 (stereo not given)	6%
70	CCOc1ccccc1NC(=O)CSc1cn(CC(=O)N2CCCCCC2)c2ccccc12	-4%
71	CC1=C(C(=O)Nc2ccc(C)cc2C)C(c2ccccc2C)n2ncnc2N1 (stereo not given)	4%
72	O=C(CSc1ccc(-c2cccs2)nn1)NCCc1ccccc1	10%
73	CCn1c(CN2CCOCC2)nc2cc(NC(=O)c3ccc([N+](=O)[O-])cc3)ccc21	-10%
74	Cc1c(CCC(=O)O)c(=O)oc2cc3occ(-c4ccccc4)c3cc12	-58%[inhibitor]
75	CC(c1c(O)c2ccccc2[nH]c1=O)C1(C)CCC(O)C(C)(C)O1 (stereo not given)	-1%
76	CCOc1ccccc1C(=O)Oc1c(Sc2ccccc2)c(C)nn1C(C)(C)C	1%
77	COc1cc(NC(=O)CCS(=O)(=O)c2ccc3c(c2)n(C)c(=O)c(=O)n3C)cc(OC)c1	-7%
78	CCN1CCN(Cc2cc(=O)oc3ccc(C)cc23)CC1	-7%
79	CCOCCCN(C(=O)Cn1nnc(-c2ccc(C)o2)n1)C(C(=O)NCC1CCCO1)c1ccc(F)cc1 (stereo not given)	3%
80	O=C(CCCCl)Nc1nc(-c2ccc3c(c2)OCCO3)cs1	7%

(next part)
#	SMILES	aSyn yeast rescue
81	C[C@H](CO)N1C[C@H](C)[C@@H](CN(C)Cc2ccc(Oc3ccccc3)cc2)Oc2cc(Br)ccc2S1(=O)=O	-5%
82	COc1ccc(C(=O)N2CCOC2CNC(=O)C(=O)NCc2ccc(C)cc2)cc1 (stereo not given)	7%
83	CCOC(=O)c1c(NC(=O)c2cc3ccccc3c(=O)o2)sc2c1CCCC2	-9%
84	CCOc1ccc(CC(=O)Nc2nnc3n2CCS3)cc1	-11%
85	CCOC(=O)c1ccc(N2CCN(c3ccc(F)cc3)CC2)c(NC(=O)Nc2cccc(OC)c2)c1	-1%
86	CCOc1ccc(C(=O)NCC(=O)NNC(=O)CN(C)S(=O)(=O)c2ccc(Cl)cc2)cc1	2%
87	CC(=O)Nc1ccc(NC(=S)NC(=O)/C=C/c2ccc(Cl)cc2)cc1	11%
88	CCOC(=O)c1cc(-c2ccc(OC)cc2)n(CCC(=O)NCc2ccccc2OC)c1C	4%
89	CCOc1ccc(Br)cc1S(=O)(=O)Nc1ccc(NC(=O)c2ccccc2C)cc1	-9%
90	Cc1ccc(S(=O)(=O)NCCc2nnc(SCc3cccnc3)n2C)cc1	-1%
91	O=C(NCCCN1CCOCC1)c1cc(-c2ccccc2)nc2ccccc12	-1%
92	CCOc1ccc(CNC(=O)Cn2c(=O)c3cccn3c3ccc(F)cc32)cc1OC	-11%
93	CC(=O)c1ccc(N2CCN(c3ncnc4c3c(-c3ccccc3)cn4-c3ccc(Cl)cc3)CC2)cc1	5%
94	Cc1ccn2c(Cc3ccccc3)c(-c3ccccc3)nc2c1	3%
95	CCOc1ccc(OCC)c(S(=O)(=O)NCc2ccc3c(c2)OCO3)c1	4%
96	CCCOc1cccc(C(=O)N(Cc2cc(OC)c(OC)c(OC)c2)C2CCS(=O)(=O)C2)c1 (stereo not given)	25%
97	COc1ccc([C@H]2C[C@@H](O)[C@H](n3cc(C4CC4)nn3)CN2CC2CCCCC2)cc1	-6%
98	COC(=O)Cc1csc(NCc2ccccc2)n1	-2%
99	CC/C(=C/c1sc2ccc(C)cc2[n+]1CCCS(=O)(=O)[O-])SC	-1%
100	O=C(NCCS(=O)(=O)N1CCN(c2ccccc2)CC1)c1ccccc1F	9%

In another format: two of the compounds above
96	CCCOc1cccc(C(=O)N(Cc2cc(OC)c(OC)c(OC)c2)C2CCS(=O)(=O)C2)c1 (stereo not given)
  aSyn yeast rescue = 25%

97	COc1ccc([C@H]2C[C@@H](O)[C@H](n3cc(C4CC4)nn3)CN2CC2CCCCC2)cc1
  aSyn yeast rescue = -6%

Seven records picked at random from the list so far:
#	SMILES	aSyn yeast rescue
60	COc1ccc(C(=O)Nc2nc(-c3nnn(-c4ccc(F)cc4F)c3C)ns2)cc1	-7%
98	COC(=O)Cc1csc(NCc2ccccc2)n1	-2%
70	CCOc1ccccc1NC(=O)CSc1cn(CC(=O)N2CCCCCC2)c2ccccc12	-4%
49	CCOC(=O)N1CCN(C(=O)CNC2CCCCCCC2)CC1	8%
59	CC(=O)c1ccc(S(=O)(=O)N2CCN(C(=O)CSc3ccc(F)cc3)CC2)cc1	-1%
56	CCCCNC(=O)c1cc(-c2ccc(OC)cc2)nc2n[nH]c(-c3cccc([N+](=O)[O-])c3)c12	6%
7	Cc1ccccc1S(=O)(=O)Cc1ccc(C(=O)NC2CCCCC2)o1	-2%

(cont.)
#	SMILES	aSyn yeast rescue
101	CCc1ccc(NC(=O)CSc2nccn2C2CCCC2)cc1	2%
102	COc1ccc(CC(=O)Nc2ccc3nc(Nc4cccc(Cl)c4)cc(C)c3c2)cc1	-3%
103	O=C(/C=C/c1ccc(S(=O)(=O)N2CCOCC2)cc1)NCc1ccc(Cl)cc1	12%
104	CCCCOc1ccc(-c2cc(C(F)(F)F)c(C#N)c(SCC(=O)O)n2)cc1	-29%
105	COc1ccc(CN2C(=O)C(CC(=O)NCc3ccco3)CC(C(=O)N(C)C)=C2C)cc1 (stereo not given)	0%
106	COC(=O)c1ccccc1NC(=O)Nc1nnc(N2CCC(C)CC2)s1	-13%
107	Cc1ccc(S(=O)(=O)c2cnc(SCC(=O)Nc3cc(C)cc(C)c3)nc2N)cc1	-7%
108	Cc1ccccc1C(=O)OCC(=O)N(C)c1ccccc1	2%
109	CN1CCN(CC(O)COc2ccccc2)CC1 (stereo not given)	-2%
110	CCOc1cc(C2NC(=O)c3c(sc4c3CCN(C)C4)N2)ccc1OC(=O)c1ccc(F)cc1 (stereo not given)	-9%
111	CCCCCN(C(=O)COC(=O)CSc1ccc([N+](=O)[O-])cc1)c1c(N)n(CCCC)c(=O)[nH]c1=O	-6%
112	CC1=C(C(=O)Nc2cc(Cl)ccc2C)C(c2ccccc2F)n2ncnc2N1 (stereo not given)	2%
113	CCCCCC(=O)N1C[C@H](n2cc(-c3ccc(F)cc3)nn2)[C@@H](O)C[C@@H]1c1ccc(Cl)cc1	2%
114	Cc1cc(C)n(-c2ccc(Oc3ccccc3)c(S(=O)(=O)O)c2)n1	-10%
